# Growth percent in the NCI-60 one-dose screen (48 h, 10 µM unless noted): 100 = growth as untreated, 0 = no growth, -100 = all killed.
# SR = SR leukemia cells; hit rate 8.7% among 73,000; AID 1794780
# MCF7 = MCF7 breast cancer. hit rate 6.3% among 82,000. AID 1794796
# MDA-MB-435 = MDA-MB-435 melanoma; AID 1794794; hit rate 7.8% among 82,000
# MDA-MB-231 = MDA-MB-231 breast cancer; hit rate 5% among 81,000; AID 1794789
# RPMI-8226 = RPMI-8226 leukemia cells; hit rate 7.5% among 77,000; AID 1794781
# MOLT-4 = MOLT-4 leukemia cells. hit rate 6.9% among 80,000. AID 1794779
# MDA-MB-468 = MDA-MB-468 breast cancer. hit rate 8.5% among 78,000. AID 2202374
# K-562 = K-562 leukemia; hit rate 7.4% among 78,000
# * marks the source's active call; other numbers are inactive results; · = no result given; & = joins results of further samples; [ ] = dose if it differs, or a comment. How the source made its calls: active means growth percent below 10; inactive means the rest.
compound	MDA-MB-435	SR	MCF7	MOLT-4	RPMI-8226	MDA-MB-231	K-562	MDA-MB-468
Oc1ccccc1-c1nc2c([nH]1)-c1cccc3cccc-2c13	108	95	82	94	77	78	93	104
Cn1cccc1C(=O)C1C(c2ccc(F)cc2)C2CSCN2C12C(=O)Nc1ccc(Cl)cc12 (stereo not drawn)	98	77	91	85	82	78	64	99
c1ccc(-c2ccc(-c3nc4ccccc4[nH]3)cc2)cc1	82	59	76	57	51	64	7.3*	87
CC1=C(C(=O)c2ccccc2)CC(c2ccccc2)=NN1	109	·	94	108	100	87	105	97
S=c1[nH]c2cnc(Cl)nc2[nH]1	103	87	107	96	·	111	100	118
CC1CCC(C)N(C)C1 (stereo not drawn)	111	88	96	93	90	98	99	105
COc1ccc2c(c1)c1nc3cc(C)c(C)cc3nc1n2CCN(C)C	18	-8.9*	-70*	0.9*	-16*	-2.9*	-2.4*	-2.6*
CC(C)(C)n1cc(-c2ccnc(NCCCNS(=O)(=O)c3ccc(F)cc3)c2)c(-c2ccccc2)n1	87	34	64	60	53	78	23	50
CN(C)c1ccc(C2C(C#N)=C(N)Oc3ccc4ccccc4c32)cc1 (stereo not drawn)	98	84	76	91	79	58	·	94
Nc1ccccc1C(=O)N[C@@H]1CC(=O)c2ccccc2NC1=O	101	·	102	104	110	108	109	103
CC(=O)Nc1ccc(Nc2cc(S(=O)(=O)O)c(N)c3c2C(=O)c2ccccc2C3=O)cc1	117	·	102	76	49	108	88	126
COc1cc(-c2nc3ccc(-c4nnc(SCC(=O)Nc5ccc(C(C)=O)cc5)o4)cc3[nH]2)cc(OC)c1OC	108	97	93	110	108	96	108	101
CN1CCN(Cc2ccc(NC(=O)c3cncc(C#Cc4cnccc4C#N)c3)cc2C(F)(F)F)CC1	42	·	42	66	34	69	8.2*	91
Cc1ccc2oc(=O)cc(Cn3cc(CSc4nc5cc(Cl)ccc5o4)nn3)c2c1	106	89	95	100	100	98	89	100
CC(C)(CO)C(O)C(=O)NCCO (stereo not drawn)	107	94	91	97	105	91	102	108
COc1ccc(C(C)=O)cc1CS/C(=N/S(=O)(=O)c1ccccc1)Nc1cccc(Cl)c1Cl	110	96	97	96	102	107	107	95
CCCN(CCC)CCCNc1cc(OC)cc2cccnc12	94	·	45	·	89	58	·	12
CCOc1ccc(-c2c(C#N)c(-c3ccc(Cl)cc3)nc3n[nH]c(-c4ccc(Cl)cc4)c23)cc1OC	57	19	26	-3.2*	17	·	9.5*	51
CCOC(=O)N(C1CCCCC1)C1CCCCC1	95&99	98	102&98	93&103	111&103	109&111	108&111	100&95
C=CCOC(=O)C1CCC2OC2C1 (stereo not drawn)	104	87	104	100	101	117	96	105
Cc1ccc(C(=O)/C=C/Nc2cc(-c3ccccc3)nn2-c2ccccc2)cc1	100	105	89	91	93	94	79	76
O=C(NCN1C(=O)c2cccc3cccc(c23)C1=O)N1CCC(Cc2ccccc2)CC1	104	90	88	85	88	98	90	101
N#Cc1cccc(OCc2nc(N)nc(N)c2-c2ccc(Cl)c(Cl)c2)c1	21	18	28	33	60	51	15	19
Cc1ccc(-c2cc(C(=O)OCc3ccc(Br)cc3)nn2-c2ccc(S(C)(=O)=O)cc2)cc1	99	87	79	71	71	96	89	117
CCCCCCCCCCCCCCCCCC1=NC(C)(CO)CO1 (stereo not drawn)	103	118	121	94	87	89	81	82
O=[N+]([O-])c1cccc(/C=N/N=C2c3ccccc3-c3ccccc32)c1	103	92	58	93	101	90	95	67
Cc1ccc(Nc2ncc(Cc3cccc(Cl)c3Cl)s2)cc1	94	109	94	94	97	94	94	80
NC(=O)N(c1ccccc1)c1ccccc1	106	99	89	109	110	111	111	102
O=C(Nc1ccc(-n2cc(-c3ccncc3)c(-c3ccc(O)c(Cl)c3)n2)cc1)c1cc(C(F)(F)F)cc(C(F)(F)F)c1	46	59	58	28	28	21	37	65
CCN(CC1CCN(C2(Cc3ccccc3)COC2)CC1)C(=O)c1cc2ncccc2[nH]1	109	103	98	99	97	104	99	100
CC(C)C(C#N)C(N)=O (stereo not drawn)	104	87	94	96	101	128	98	91
Oc1c(Br)cc(Br)c2ccc(Cn3cc(-c4cc(F)cc(F)c4)nn3)nc12	97	91	89	97	96	95	95	100
COc1cccc(-c2nn(-c3ccccc3)cc2-c2ccnc(NCCCNS(=O)(=O)c3ccc(Br)cc3)c2)c1	54	13	30	24	34	42	19	35
Nc1ncnc2c1C(c1ccc(Br)cc1)c1sc3c(F)cccc3c1O2 (stereo not drawn)	107	86	56	101	100	80	99	103
C=C(C)C(CCC(C)C)(C(=O)OCC)C(=O)OCC	118	88	96	86	98	104	95	110
OCC(O)c1ccccc1 (stereo not drawn)	101	109	97	107	101	106	100	100
CSC(=S)N/N=C/c1coc2ccc(F)cc2c1=O	99	91	102	103	116	87	100	100
Oc1ccc(CCCCCCc2ccc(O)cc2)cc1	71	·	36	106	65	65	102	100
COc1ccccc1/C=C/[C@H]1O[C@@H](C)[C@H](O)[C@@H]1O	105	100	106	104	102	103	102	108
O=C(O)C(=O)c1ccc[nH]1	102	107	99	111	104	118	101	115
NC(=S)c1ccc[n+]([O-])c1	108&105	114	102&95	109&102	126&105	101&98	112&98	109&107
COc1ccc2nc(-c3ccccc3)cc(C(=O)O)c2c1	105	100	98	99	101	105	104	110
CCN(CC)Cc1c(O)ccc2cc(-c3nc4ccccc4[nH]3)c(=O)oc12	86	·	75	180	108	121	174	96
CSc1nc(SC)c2[nH]cnc2n1	105	119	98	117	113	109	110	105
COc1ccccc1NCC(=O)NN	104	107	102	110	102	103	112	108
Cc1c(C(=O)Nc2nc(-c3ccccc3)cs2)nnn1-c1ccccc1Br	20[50 µM]	17[50 µM]	19[50 µM]	17[50 µM]	·	44[50 µM]	20[50 µM]	-1.8*[50 µM]
N#Cc1c(-c2ccc(F)cc2)cc(-c2ccccn2)[nH]c1=O	104	·	95	116	106	110	110	101
S=c1[nH]cc[nH]1	102	91	99	95	97	126	97	103
Cc1ccc(C2C3=C(NC(C)(C)NC3Nc3cccnc3)OC2C(=O)c2ccc(N=[N+]=[N-])cc2)cc1 (stereo not drawn)	107	111	100	105	106	99	122	135
Nc1o[nH]c(=O)c1C1CCCCC1	101	107	95	101	109	111	·	103
COc1ccc(/C=C\c2cc(OC)c(OC)c(OC)c2)cc1OC(=O)c1cccc(Cn2cc(CCOC(=O)[C@H](N)Cc3cn(C)c4ccccc34)nn2)c1	-33*	-0.1*	13	6.3*	26	43	4.8*	14
COc1cc(N2C(=O)c3nccnc3C2=O)cc(OC)c1OC	107	·	96	95	98	93	98	115
O=c1cc(O)nc2ccccn12	109	·	95	102	120	99	·	118
O=c1[nH]n(-c2nnc3n2N=C(c2ccc(Br)cc2)CS3)c(=O)c2ccccc12	89	·	90	87	82	99	88	91
Cc1ccc2[nH]c(=O)cc(N/N=C/c3ccc(Cl)cc3)c2c1	104	101	99	102	115	104	93	82
CC1=NN(c2cccc(Cl)c2)C(=O)/C1=C\c1cn(-c2nc(N3CCOCC3)nc(N3CCOCC3)n2)c2ccccc12	100	100	99	106	98	112	114	96
COc1ccc(/C=N/NC(=O)Cn2c(C(C)C)nc3ccccc32)cc1	100	·	91	97	90	101	97	83
OCc1cc(CN2CCOCC2)c(O)c2ncccc12	108	87	88	96	76	76	55	86
COc1ccc(C(=O)Nc2n[nH]c(Nc3ccccc3)c2C#N)cc1	118	·	95	·	133	103	·	112
CC1=C(C(=O)Nc2ccccc2)C(c2cccc3ccccc23)n2c(nc3ccccc32)N1 (stereo not drawn)	74	72	38	68	77	54	83	50

# Sorted by number of heavy atoms (descending): part of the list above
compound	MDA-MB-435	SR	MCF7	MOLT-4	RPMI-8226	MDA-MB-231	K-562	MDA-MB-468
CC1=NN(c2cccc(Cl)c2)C(=O)/C1=C\c1cn(-c2nc(N3CCOCC3)nc(N3CCOCC3)n2)c2ccccc12	100	100	99	106	98	112	114	96
N#Cc1cccc(OCc2nc(N)nc(N)c2-c2ccc(Cl)c(Cl)c2)c1	21	18	28	33	60	51	15	19
CCCCCCCCCCCCCCCCCC1=NC(C)(CO)CO1 (stereo not drawn)	103	118	121	94	87	89	81	82

# Record cards, as listed above. Screens in order: MDA-MB-435, SR, MCF7, MOLT-4, RPMI-8226, MDA-MB-231, K-562, MDA-MB-468
# COc1ccc(C(C)=O)cc1CS/C(=N/S(=O)(=O)c1ccccc1)Nc1cccc(Cl)c1Cl in the list: 110, 96, 97, 96, 102, 107, 107, 95
# CC(=O)Nc1ccc(Nc2cc(S(=O)(=O)O)c(N)c3c2C(=O)c2ccccc2C3=O)cc1 in the list: 117, ·, 102, 76, 49, 108, 88, 126

# Further compounds follow:
compound	MDA-MB-435	SR	MCF7	MOLT-4	RPMI-8226	MDA-MB-231	K-562	MDA-MB-468
C=CCn1cc(-c2nc3ccccc3s2)c2cc(-c3ccc4c5c(cccc35)C(=O)NC4=O)ccc21	98	88	75	93	100	80	91	93
CC12CCC(O)CC1=CCC1C2CCC2(C)C3=NN=CC3CC12 (stereo not drawn)	53	60	107	84	96	103	61	92
O=C1Nc2cc(Cl)ccc2/C1=C\c1c[nH]c2ccc(F)cc12	73	82	66	73	76	105	63	44
Cc1ccc(-c2nc3nc(-c4ccccc4)nc(N4CCCN(S(C)(=O)=O)CC4)c3o2)cc1	34	31	65	56	92	73	85	121
COc1ccc(/C=C2/C(=O)Nc3cc(Cl)c(CCCl)cc32)cc1	89	80	40	83	78	70	105	96
NNc1ccccc1[N+](=O)[O-]	94	94	70	102	103	94	106	84
Nc1c(C(=O)Nc2ccccc2)sc2nc(-c3cnccn3)cc(-c3cccs3)c12	100	94	88	96	107	101	99	119
CCCCCCCCCCCCCCCCCCOc1ccc(CC(=O)OCC[N+]2(C)CCOCC2)cc1	·	94	92	105	·	99	100	90
NS(=O)(=O)c1ccc(N2C(=O)/C(=C/c3ccccc3)N=C2c2ccccc2)cc1	89	·	55	93	91	86	96	74
CCCCCCCC(=O)OC1CCCCC1C1CCCCC1 (stereo not drawn)	103	·	99	106	105	105	101	109
O=C(NC1CCCCC1)NC1CCCCC1	104	116	100	102	93	95	102	93
Cc1cc(=O)oc2cc(OC(=O)C3CC3)ccc12	101	105	95	105	·	101	93	96
Cc1[nH]ccc2c1[nH]c1cc(=O)ccc12	85	93	104	93	77	85	76	72
CS(=O)(=O)OCCCCOS(C)(=O)=O	110&106	97&92	122&100	192&104	155&102	127&105	123&97	103
O=C1/C(=C/c2ccc(Br)cc2)SC(=S)N1c1cccnc1	104	100	93	99	96	104	93	100
CNN(C)c1ccccc1C	102	105	111	106	·	111	105	106

# Results in K-562 and MDA-MB-231, for seven of the compounds above:
SMILES	K-562	MDA-MB-231
NS(=O)(=O)c1ccc(N2C(=O)/C(=C/c3ccccc3)N=C2c2ccccc2)cc1	96	86
CCCCCCCC(=O)OC1CCCCC1C1CCCCC1 (stereo not drawn)	101	105
O=C(NC1CCCCC1)NC1CCCCC1	102	95
Cc1cc(=O)oc2cc(OC(=O)C3CC3)ccc12	93	101
Cc1[nH]ccc2c1[nH]c1cc(=O)ccc12	76	85
CS(=O)(=O)OCCCCOS(C)(=O)=O	123&97	127&105
O=C1/C(=C/c2ccc(Br)cc2)SC(=S)N1c1cccnc1	93	104
